High-throughput results deposited in PubChem by several laboratories.
Fh CTSL1 inh: Fasciola hepatica cathepsin L1 inhibitors, primary screen, counter-screen for PFM18AAP inhibitor project, biochemical, QFRET, fluorogenic peptide substrate. recombinant F. hepatica cathepsin L1, Z-Leu-Arg-MCA fluorescence. inhibition, % at 5.96 µM. 300,000 compounds, 0.49% hits. AID 1906, 2009;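 active = inhibition above the mean of all tested compounds plus 3 SD, set per screening campaign, cut at about 17% in these data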;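 also: 0% = plate median of test compound wells and 100% = 1 µM Z-Phe-Ala-diazomethylketone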
PREPL inh: PREPL enzyme inhibitors, primary screen, biochemical, fluorescence polarization; Prolyl endopeptidase-like (Homo sapiens), Q4J6C6; recombinant PREPL, fluorescence polarization activity-based probe; inhibition, % at 5.96 µM; 320,000 compounds, 0.68% hits; AID 2751, 2010; in the data active = inhibition above about 43%;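 also: 0% = enzyme with DMSO and 100% = wells lacking enzyme; many of its hits are not listed in these tables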
Target sequence (Q4J6C6 whole entry, looked up): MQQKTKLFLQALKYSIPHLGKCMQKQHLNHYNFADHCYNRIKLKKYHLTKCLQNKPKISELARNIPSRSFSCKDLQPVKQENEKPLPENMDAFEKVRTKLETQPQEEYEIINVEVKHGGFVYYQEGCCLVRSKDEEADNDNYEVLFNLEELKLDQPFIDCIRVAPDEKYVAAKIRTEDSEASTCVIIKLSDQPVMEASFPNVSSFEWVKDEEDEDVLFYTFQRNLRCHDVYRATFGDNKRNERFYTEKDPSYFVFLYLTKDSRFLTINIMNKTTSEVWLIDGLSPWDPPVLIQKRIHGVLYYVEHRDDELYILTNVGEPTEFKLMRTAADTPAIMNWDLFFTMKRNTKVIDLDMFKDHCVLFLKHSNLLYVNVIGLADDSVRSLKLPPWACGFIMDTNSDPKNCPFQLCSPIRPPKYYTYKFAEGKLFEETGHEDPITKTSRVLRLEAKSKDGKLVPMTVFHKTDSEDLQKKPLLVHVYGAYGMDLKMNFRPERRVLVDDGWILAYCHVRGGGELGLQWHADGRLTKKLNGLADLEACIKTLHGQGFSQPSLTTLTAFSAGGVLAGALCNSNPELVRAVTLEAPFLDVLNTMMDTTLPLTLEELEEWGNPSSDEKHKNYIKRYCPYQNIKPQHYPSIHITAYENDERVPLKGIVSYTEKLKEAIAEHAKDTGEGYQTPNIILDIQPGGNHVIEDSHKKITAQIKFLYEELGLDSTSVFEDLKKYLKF
PP1 inh: PP1-alpha phosphatase inhibitors, primary screen, counter-screen for PP5 inhibitor project, biochemical, fluorescence, OMFP substrate, single point. 320,000 compounds, 0.9% hits. inhibition, % at 6.7 µM. Serine/threonine-protein phosphatase PP1-alpha catalytic subunit (Homo sapiens), P62136. AID 2235, 2010. purified PP1alpha;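 active = inhibition above the mean inhibition of all tested compounds plus 3 SD, computed separately for each screening campaign, cut at about 15% in these data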
ZTA DNA inh: ZTA (EBV) inhibition in EBNA-1 counter-screen | P03206 | ZTA-DNA binding, fluorescence polarization | inhibition, % at 11 µM | 320,000 compounds, 0.15% hits | AID 2234; in the data active = inhibition above about 33%
Target sequence (P03206 whole entry, looked up): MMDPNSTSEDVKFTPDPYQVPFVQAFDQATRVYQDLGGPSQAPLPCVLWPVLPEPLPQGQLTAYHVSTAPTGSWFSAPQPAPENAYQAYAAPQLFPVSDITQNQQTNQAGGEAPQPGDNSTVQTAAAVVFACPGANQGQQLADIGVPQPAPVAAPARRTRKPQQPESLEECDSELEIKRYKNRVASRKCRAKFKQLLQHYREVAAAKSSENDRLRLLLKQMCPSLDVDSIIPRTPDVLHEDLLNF
core dimer inh: inhibitors of HCV core protein dimerization, primary screen, biochemical, TR-FRET, high-throughput; TR-FRET GST/Flag-core106 dimerization, 1536-well; 300,000 compounds, 0.33% hits; inhibition, % at 5 µM;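 active = inhibition above the mean of all tested compounds plus 3 SD, set per screening campaign, cut at about 45% in these data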
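Assay system: GST-tagged and Flag-tagged HCV core protein residues 1-106 / Times: compound-protein-antibody incubation 4 h at 22.5 °C / Signal: time-resolved FRET, ex 340 nm, em 617 and 671 nm / Evaluation: % inhibition based on acceptor/donor emission ratio / Benchmarks: wells lacking GST-core106 and wells with excess unlabelled core106 / Repeats: singlicate, one well per compound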
EBNA-1 inhibitor: EBNA-1 DNA-binding inhibitors, primary screen, biochemical, fluorescence polarization; inhibition, % at 14.8 µM; 300,000 compounds, 0.34% hits; AID 1950, 2009; in the data active = inhibition above about 28%
Efflux pump mplx: inhibitors of Candida efflux pumps in yeast, primary screen, S. cerevisiae, Nile Red, multiplex | S. cerevisiae Candida pump triplex | 330,000 compounds, 0.44% hits | inhibition, % at 10 µM | AID 485275, 2010;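 active = plate passing quality check with inhibition over a set limit, or well fluorescence over plate mean plus 4 SD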;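 also: Nile Red retained in pooled yeast measured as flow cytometry median fluorescence; 0% = buffer negative control and 100% = Enniatin B positive control; higher means more Nile Red kept so more efflux inhibition; some compounds called inactive have numbers as strong as hits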
TPT1 inhibitor: Candida albicans TPT1 enzyme inhibitors, primary screen, biochemical, fluorescence polarization | 300,000 compounds, 0.81% hits | tRNA 2'-phosphotransferase TPT1 (Candida albicans SC5314) | inhibition, % at 5 µM | recombinant caTPT1, FP RNA substrate dephosphorylation;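 active = inhibition above the mean of all tested compounds plus 3 SD, set per screening campaign, cut at about 24% in these data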;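 also: plate controls were DMSO alone for no effect and ferristatin control at 100 nM for full effect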
PP5 primary: PP5 phosphatase inhibitors, primary screen, biochemical, fluorescence; Serine/threonine-protein phosphatase 5 (Homo sapiens), P53041; purified PP5c, OMFP substrate fluorescence; inhibition, % at 6.7 µM; 320,000 compounds, 0.18% hits;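 active = inhibition above the campaign's mean inhibition across all tested compounds plus 3 SD, cut at about 9.5% in these data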;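 also: 0% = DMSO only and 100% = 100 µM cantharidin control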
* = called active by the depositor; / = not tested or not shown. The list is partial. The share of hits here may be higher or lower than overall.

SMILES	Fh CTSL1 inh	PREPL inh	PP1 inh	ZTA DNA inh	core dimer inh	EBNA-1 inhibitor	Efflux pump mplx	TPT1 inhibitor	PP5 primary
COc1cccc(/C=N/NC(=O)c2c(C)nc3ccc(Br)cn23)c1O	3.4	10.0	6.1	-3.8	-0.1	4.0	0.0	31.1*	0.2
COc1ccc(Cl)cc1NC(=S)N1CC(C)OC(C)C1 (centres undefined)	0.4	6.4	2.1	6.6	2.5	-2.2	0.1	0.7	3.3
COC(=O)c1c(NC(=O)CN2C(=O)NC3(CCC(C)CC3)C2=O)sc2c1CCC2 (centres undefined)	/	-0.9	-3.1	6.2	/	/	0.1	/	-0.1
CCOC(=O)c1ccc(NC(=S)N2CCN(S(C)(=O)=O)CC2)cc1	-2.8	-0.9	-1.6	-8.9	-7.1	3.2	-0.1	2.8	-0.3
COc1ccc(NC(=O)CCCCn2c(=O)[nH]c3ccccc3c2=O)cc1	-1.0	5.0	-0.3	-10.8	-1.9	-1.1	-0.1	-0.7	1.7
CCOc1ccc(-c2nnc(SCC(=O)Nc3ccc4c(c3)c3ccccc3n4CC)n2N)cc1	2.7	5.5	7.9	3.9	2.8	4.3	-0.1	-4.9	6.8
CCOc1ccc(C(=O)N/N=C(/C)C2C(=O)c3ccccc3C2=O)cc1	-0.3	1.4	-3.6	2.0	4.3	3.7	0.0	-1.3	1.1
Cc1cc(NS(=O)(=O)c2ccc(Nc3nc(-c4ccc(C)c(C)c4)cs3)cc2)no1	-3.3	11.4	3.7	11.9	22.6	13.7	0.0	-0.3	10.8*
S=c1[nH]nc(C2CCCCC2)n1/N=C/c1ccc(Cl)cc1	0.9	-8.9	1.7	0.0	15.0	-1.6	0.0	-1.9	3.1
CC(C)[C@H](CO)Nc1nc(Nc2ccc(Cl)c(C(=O)O)c2)c2ncn(C(C)C)c2n1	-6.6	9.2	0.3	-1.3	-12.1	5.7	0.1	-1.7	2.6
CCOC(=O)C1(Cc2ccccc2C(F)(F)F)CCN(C(C)CSC)CC1 (centres undefined)	-2.6	-54.0	-4.4	-5.5	0.4	-10.6	0.0	0.8	-0.9
COCCn1nnnc1C(c1cc2cc(OC)ccc2[nH]c1=O)N1CCC(Cc2ccccc2)CC1 (centres undefined)	0.1	18.6	-2.4	-5.7	5.7	-4.9	0.0	-0.7	2.0
COc1cccc2cc(-c3nnc(-c4ccccc4)o3)c(=O)oc12	1.0	7.1	-2.1	-5.9	3.4	0.0	0.0	0.8	2.0
COc1ccccc1NC(=O)NCC1CC1(Cl)Cl (centres undefined)	1.7	11.8	-0.7	-1.4	0.7	-7.7	0.4	4.2	0.7
O=C(O)CCC(=O)Nc1ccc(Br)cc1C(=O)c1ccccc1	-2.4	0.2	-0.9	6.7	-1.0	-3.9	-0.1	0.9	-1.6
NC(=O)C1CCN(C(=O)Nc2csc3ccccc23)CC1	-1.8	15.9	-2.5	-19.1	-1.3	3.1	0.0	-1.1	-1.0
COC(=O)c1cccc(NC(=O)Cn2nnc3ccccc32)c1	1.4	-2.6	1.6	9.8	-0.6	-0.3	-0.1	0.6	-0.8
CCOC(=O)C1CCN(C(=O)COc2ccc(S(=O)(=O)N3CCOCC3)cc2)CC1	-1.9	-1.0	-3.2	-0.8	4.4	-2.7	-0.3	1.5	-2.0
Cc1cc(=O)oc(C)c1C(=O)Nc1c(C)n(C)n(-c2ccccc2)c1=O	5.2	9.7	0.9	-19.8	6.0	-2.7	-0.1	-3.0	0.4
CCN(CC(=O)N1CCOCC1)S(=O)(=O)c1ccc(C)cc1	-3.6	9.7	3.5	1.7	-5.0	0.0	-0.2	-3.9	0.4
CCN(CC(=O)NCc1cccs1)S(=O)(=O)c1cc(NC(C)=O)ccc1OC	/	5.0	-0.2	2.4	/	/	0.3	/	0.7
Cc1ccccc1CN1CCSc2sccc2C1=O	5.8	1.9	-3.3	7.2	5.7	9.4	0.0	-1.1	-1.3
O=C(CN1C(=O)c2cccc3cccc(c23)C1=O)N1CCOCC1	-1.2	-1.6	1.4	10.2	-2.0	-3.4	-0.1	-10.0	-0.4
Cc1ccc2[nH]c(=O)c(CN(CCCN3CCOCC3)C(=O)Nc3cccc(Cl)c3)cc2c1	0.8	-23.5	-1.3	3.6	-0.1	-2.7	0.3	-1.3	2.6
O=C(COC(=O)C1CC1)Nc1ncc(C(F)(F)F)cc1Cl	-11.4	-1.6	-0.2	-8.1	9.0	1.4	0.0	-4.5	-0.2

Of the compounds above, these have fluorine:
SMILES	Fh CTSL1 inh	PREPL inh	PP1 inh	ZTA DNA inh	core dimer inh	EBNA-1 inhibitor	Efflux pump mplx	TPT1 inhibitor	PP5 primary
CCOC(=O)C1(Cc2ccccc2C(F)(F)F)CCN(C(C)CSC)CC1 (centres undefined)	-2.6	-54.0	-4.4	-5.5	0.4	-10.6	0.0	0.8	-0.9
O=C(COC(=O)C1CC1)Nc1ncc(C(F)(F)F)cc1Cl	-11.4	-1.6	-0.2	-8.1	9.0	1.4	0.0	-4.5	-0.2

(next part)
SMILES	Fh CTSL1 inh	PREPL inh	PP1 inh	ZTA DNA inh	core dimer inh	EBNA-1 inhibitor	Efflux pump mplx	TPT1 inhibitor	PP5 primary
COCCCNC(=S)N1CCN(c2nc(C)nc3sc4c(c23)CCCC4)CC1	-1.9	7.9	-2.1	-7.5	-0.3	0.9	0.1	-0.1	1.7
O=C(NCc1ccncc1)c1cccc(Cn2cc(Br)cn2)c1	-1.0	-3.3	-3.0	-8.6	-17.1	-12.6	0.1	-5.3	-0.4
Nc1nnc(CC(=O)N/N=C/c2ccc([N+](=O)[O-])cc2)s1	3.0	10.5	1.7	4.3	0.2	0.6	-0.1	-1.7	-0.9
CCc1nc(NCCN2CCOCC2)c(C#N)c2c1CCCC2	-0.6	12.9	-9.0	-4.4	0.4	-4.2	-0.1	-1.5	0.1
COc1ccc(C)cc1NC(=O)c1sc2ncn(CC(=O)N3CCCCC3)c(=O)c2c1C	-3.2	1.8	1.5	-13.2	-1.5	-0.8	0.2	-1.3	1.4
O=C(CSc1ncn[nH]1)N1N=C(c2ccc(Cl)cc2)CC1c1ccco1 (centres undefined)	3.5	-5.3	0.6	-2.8	2.5	0.9	-0.1	-0.3	0.3
O=S(=O)(NC1CCCC1)c1ccc(Br)s1	-0.8	1.9	-4.2	0.2	-2.9	19.5	-0.2	0.5	-1.1
OC(c1cc(C(F)(F)F)nc2c(C(F)(F)F)cccc12)C1CCCCN1 (centres undefined)	1.7	-10.7	-1.0	14.5	-7.5	11.9	-0.2	-1.8	-3.3
COc1ccc(C(=O)N2CCC3(CC2)NCCc2[nH]cnc23)cc1OC	-5.1	2.0	-4.1	-15.3	-9.6	-5.3	0.0	0.8	2.4
CN(C)c1nc(Oc2ccc(/C=N/O)cc2)nc(N(C)C)n1	-4.5	-12.2	-1.0	-0.5	-0.7	-5.8	0.1	-0.3	3.4
CCN(CC)C(=O)C12C(=O)Oc3ccccc3C1C2(C)C(=O)c1ccc(F)cc1 (centres undefined)	-3.5	2.2	-0.9	9.2	3.3	2.8	-0.1	2.7	-0.9
COc1ccc(CCNC(=O)c2nnn(-c3ccc4c(c3)OCCO4)c2N)cc1OC	0.5	7.1	0.9	-1.6	1.1	3.0	0.0	2.4	2.1
COc1ccc2ccccc2c1/C=N/NC(=O)c1ccc([N+](=O)[O-])cc1	0.7	-0.7	-0.5	-3.6	1.4	14.4	-0.1	-2.4	1.7
Nc1cc(-c2cccc(Br)c2)nn1Cc1ccccc1	0.7	0.7	2.6	-3.4	-0.3	-8.7	0.1	-12.1	-0.1
CCCC1=Nc2cc(C(=O)NCCCOC(C)C)ccc2Sc2ccccc21	-3.0	-4.1	5.0	-12.3	7.6	-17.6	2.6	-1.0	5.2
N#Cc1cccc(NC(=O)COC(=O)c2ccccc2Sc2ccccc2C#N)c1	-23.7	3.2	1.1	3.3	7.7	14.1	-0.5	-4.4	0.0
C/C(=C1\SC(N2CCOCC2)=NC1=O)c1ccc(C)cc1	1.0	8.6	0.6	9.0	-1.0	8.6	-0.2	-7.5	0.0
CC(C(=O)NCc1ccco1)n1cc(C(=O)c2ccco2)c2ccccc21 (centres undefined)	0.1	-0.6	-0.5	-0.2	-4.4	-5.2	0.0	-1.4	1.2
CCN1CCSc2ccc(C(=O)NCc3ccccc3F)cc21	4.4	14.9	-1.1	1.6	-5.4	-14.6	0.0	0.0	1.5
O=C(CSc1ncn[nH]1)NCCc1ccc(Cl)cc1Cl	5.0	-4.7	-0.9	-1.6	-15.0	1.9	-0.1	-4.4	0.4
CCCCCCSc1nsc(NC(=O)CCC)n1	1.5	-0.4	-0.3	6.2	0.9	13.7	0.0	-0.8	2.4
O=C(/C=C/c1cccc([N+](=O)[O-])c1)N1CCN(c2ccc(F)cc2)CC1	4.3	28.1	0.1	9.6	5.2	0.3	-0.2	-1.5	0.1
COc1ccccc1OCC(=O)N(Cc1nc(-c2ccc(Cl)cc2)no1)C(C)C	2.4	0.4	-1.8	8.1	-6.2	1.7	0.2	-1.2	0.8
CN(C)CC#CCCCCCCC#CCN(C)C	-3.5	-2.6	0.3	-6.9	-1.3	1.1	0.0	-0.4	1.7
CCn1c(SCC(=O)Nc2ccccc2N2CCOCC2)nnc1-c1ccccc1O	-2.0	-3.3	2.6	9.6	3.1	6.0	0.0	-4.5	0.3
COc1ccc(OC)c(CCNC(=O)c2sc3nc4n(c(=O)c3c2C)CCC4)c1	0.1	6.0	4.4	0.8	-0.6	5.0	0.1	0.7	-0.6
C=CC[C@H]1CC(Cc2ccccc2)=C[C@H](CC=C)N1	-0.8	21.9	-3.1	-11.9	-4.1	-7.8	0.8	-0.4	1.4
CCCc1cc(=O)n2[nH]c(C)c(-c3ccc(OC)cc3)c2n1	-0.7	2.1	2.4	2.4	3.6	-10.7	0.1	-3.3	0.9
CC(NC(=O)CN(c1ccc(F)cc1)S(C)(=O)=O)c1ccccc1 (centres undefined)	-3.6	7.5	0.6	-1.9	-2.0	-14.0	0.3	2.8	4.7

7 successive entries from above, for reference:
SMILES	Fh CTSL1 inh	PREPL inh	PP1 inh	ZTA DNA inh	core dimer inh	EBNA-1 inhibitor	Efflux pump mplx	TPT1 inhibitor	PP5 primary
O=C(/C=C/c1cccc([N+](=O)[O-])c1)N1CCN(c2ccc(F)cc2)CC1	4.3	28.1	0.1	9.6	5.2	0.3	-0.2	-1.5	0.1
COc1ccccc1OCC(=O)N(Cc1nc(-c2ccc(Cl)cc2)no1)C(C)C	2.4	0.4	-1.8	8.1	-6.2	1.7	0.2	-1.2	0.8
CN(C)CC#CCCCCCCC#CCN(C)C	-3.5	-2.6	0.3	-6.9	-1.3	1.1	0.0	-0.4	1.7
CCn1c(SCC(=O)Nc2ccccc2N2CCOCC2)nnc1-c1ccccc1O	-2.0	-3.3	2.6	9.6	3.1	6.0	0.0	-4.5	0.3
COc1ccc(OC)c(CCNC(=O)c2sc3nc4n(c(=O)c3c2C)CCC4)c1	0.1	6.0	4.4	0.8	-0.6	5.0	0.1	0.7	-0.6
C=CC[C@H]1CC(Cc2ccccc2)=C[C@H](CC=C)N1	-0.8	21.9	-3.1	-11.9	-4.1	-7.8	0.8	-0.4	1.4
CCCc1cc(=O)n2[nH]c(C)c(-c3ccc(OC)cc3)c2n1	-0.7	2.1	2.4	2.4	3.6	-10.7	0.1	-3.3	0.9
